Screens as filed in PubChem.
Growth percent in the NCI-60 one-dose screen (48 h, 10 µM unless noted): 100 = growth as untreated, 0 = no growth, -100 = all killed.
786-0: 786-0 renal cancer cells | actives 5.1% (n = 81,000) | AID 1794775
ACHN: ACHN renal cancer | actives 4.9% (n = 81,000) | AID 1794771
UO-31: UO-31 renal cancer; actives 5.2% (n = 81,000); AID 1794768
CAKI-1: CAKI-1 renal cancer. actives 4.7% (n = 75,000)
RXF 393: RXF 393 renal cancer cells; actives 6.9% (n = 77,000); AID 1794773
TK-10: TK-10 renal cancer cells; actives 3.9% (n = 81,000); AID 1794769
DU-145: DU-145 prostate cancer. actives 4.2% (n = 81,000). AID 1794760
A498: A498 renal cancer cells; actives 5.4% (n = 76,000); AID 1794774
SN12C: SN12C renal cancer cells. actives 3.8% (n = 81,000). AID 1794767
Numbers without * were called inactive; . = no result given; & = joins results of further samples; [ ] = another dose, or the depositor's remark. The calls were made as follows: active = growth percent below 10; inactive = the rest.

Value order – UO-31 | SN12C | TK-10 | 786-0 | DU-145 | CAKI-1 | RXF 393 | A498 | ACHN
- COC(=O)c1ccc2c(c1)NC(c1cc3ccccc3[nH]c1=O)c1c(n[nH]c1C(C)(C)C)N2 (stereo not given)
  76 | 114 | 113 | 89 | 111 | 97 | 114 | 134 | 110
- O=C(NCCCl)c1cccc(F)c1
  94 | 92 | 116 | 99 | 118 | 110 | 124 | 89 | 119
- CSc1nc(N)c(NS(=O)(=O)c2ccc(C(C)=O)cc2)c(=O)[nH]1
  100 | 101 | 119 | 79 | 110 | 90 | 97 | 105 | 108
- COc1ccc(-c2n[nH]nc2-c2cc(OC)c3c(c2)OCO3)cc1
  20 | 23 | 48 | 20 | -4.8* | -2.7* | 19 | -9.3* | 30
- CC1(C)NC2=C(C(Nc3cccnc3)N1)C(c1ccc(Cl)cc1)C(C(=O)c1ccc(N=[N+]=[N-])cc1)O2 (stereo not given)
  91 | 102 | 85 | 93 | 101 | 95 | 126 | 97 | 116
- COc1ccc(C/C(C)=C(\c2ccc(Cl)cc2)c2ccc(OCCCN(C)C)cc2)cc1
  62 | 79 | 87 | 76 | 102 | 87 | 72 | 114 | 90
- Cn1c(=O)[nH]c2c(cnn2C)c1=O
  94 | 108 | 104 | 112 | 115 | 103 | 101 | 109 | 96
- O=C(NC(Cc1ccccc1)c1nnc2n(Cc3ccccc3)c(=O)c3c4c(sc3n12)CCCC4)c1ccccc1 (stereo not given)
  . | 110 | 96 | 100 | 118 | 95 | 85 | 95 | 93
- O=c1c2c3c(sc2n2c(CN4CCOCC4)nnc2n1Cc1ccccc1)CCCC3
  45 | 96 | 116 | 95 | 114 | 97 | 88 | 127 | 88
- N#CC1=C(Nc2ccccc2Cl)SC2(CCCC2)NC1=O
  94 | 97&93 | 99&106 | 100&104 | 104&110 | 88&109 | 101&113 | 100&119 | 105&95
- C#C[C@]1(O)CC[C@@H]2C3[C@H](C)CC4=C(CCC(=O)C4)[C@H]3CC[C@@]21C (stereo not given in full)
  86 | 99 | 122 | 101 | 111 | 74 | 99 | 104 | 105
- O=c1cc(-c2sc(N3CCCCC3)nc2-c2ccccc2)c2cc(Cl)ccc2o1
  67 | 96 | 135 | 97 | 104 | . | 90 | 101 | 89
- CC(=O)Nc1c(I)c(NC(C)=O)c(I)c(C(=O)O)c1I
  88&76 | 106&102 | 101&120 | 114&97 | 142&115 | 91&90 | 26&113 | 123&107 | 112&97
- Brc1ccc(Nc2nc3ccccc3s2)cc1
  94 | 117 | 107 | 92 | 108 | 107 | 132 | 115 | 102
- N#Cc1c(-c2ccccc2)cc(-c2ccccc2)n(CCCCCC(=O)Nc2ccccc2N)c1=O
  34 | 59 | 73 | 58 | 73 | 30 | 39 | 97 | 74
- COc1cc([C@@H](CCO)C[C@H](C)c2ccc3ccccc3c2)cc(OC)c1OC
  44 | 42 | 49 | 28 | 47 | 29 | 32 | 25 | 44
- NC(=S)N/N=C/c1ccccc1N
  90 | 93 | 111 | 100 | 113 | 106 | 105 | 97 | 95
- Cn1c(=O)c2[nH]c(N/N=C/c3ccc(Br)cc3)nc2n(C)c1=O
  90 | 97 | 81 | 102 | 102 | 91 | 91 | 82 | 91
- Clc1ccc(C2CC(c3cccc(Nc4ccnc5cc(Cl)ccc45)c3)=NN2c2ccc(Cl)cc2)cc1 (stereo not given)
  74 | 90 | 115 | 89 | 113 | 83 | 108 | 75 | 98
- CC1(C)C2=C(C(=O)N1Cc1ccccc1)C(c1ccco1)N(C(=O)C1CCC1)CCN2 (stereo not given)
  90 | 93 | 94 | 99 | 110 | 92 | 136 | 113 | 111
- COc1cc(Cn2cc(F)c(=O)[nH]c2=O)cc(OC)c1
  75[50 µM] | 99[50 µM] | . | 98[50 µM] | 114[50 µM] | 93[50 µM] | 99[50 µM] | 98[50 µM] | 101[50 µM]
- Cc1ccc(Cn2c(-c3nonc3N)nc3ccccc32)cc1
  66 | 96 | 90 | 92 | 100 | 70 | 82 | 40 | 92
- CC1=C(C(=O)N(Cc2ccccc2)Cc2ccccc2)C(c2ccc(Cl)cc2)NC(=O)N1 (stereo not given)
  68 | 95 | 124 | . | 104 | 89 | . | 117 | 88
- Cc1[nH]c(C(=O)Nc2ccc(C(N)=O)cc2OC2CCNCC2)c(Cl)c1Cl
  68 | 64 | 101 | 92 | 101 | 81 | 91 | 83 | 92
- CCCc1cc2c(cc1CN(Cc1cc3c(cc1CCC)OCO3)C(=N)OCC)OCO2
  67 | 80 | 73 | 90 | 98 | 84 | 106 | 98 | 90
- COc1ccc(/C=C2\N=C3SC=C(/N=c4\scc(-c5ccccc5)n4-c4ccccc4)N3C2=O)cc1
  78 | 102 | 106 | 100 | 104 | 114 | 107 | 107 | 100
- COc1ccc(/C=C/C(=O)Nc2ncnc3nc[nH]c23)cc1
  88 | 96 | 103 | 96 | 92 | . | 95 | 108 | 111
- COc1cccc2cc(-c3cc4ccccc4[nH]3)/c(=N/C(=S)Nc3ccccc3)oc12
  82 | 81 | 102 | 59 | 74 | 41 | . | 92 | 41
- Cc1ccc(N=C=O)cc1N1C(=O)N(c2cc(N=C=O)ccc2C)C1=O
  92 | 92 | 96 | 90 | 112 | 105 | 96 | 110 | 87
- BrCc1ccc(CCCc2ccc(CBr)cc2)cc1
  86 | 99 | 105 | 108 | 108 | . | 111 | 105 | 110
- [2H]c1c([2H])n([C@@H]2O[C@H](COC(C)=O)[C@@H](OC(C)=O)[C@H]2OC(C)=O)c(=O)[nH]c1=O
  81 | 89 | 94 | 102 | 104 | 98 | 108 | 91 | 106
- CN(C)CCCNC(=O)c1cncnc1Nc1ccc(OCc2cccc(F)c2)c(Cl)c1
  -5.0* | 29 | -72* | -79* | 23 | -19* | 20 | -8.8* | -37*
- CC(=O)NCC(=O)Nc1ccc(-c2nnc3ccccn23)nc1.CC(=O)NCC(=O)Nc1ccc(-c2nnc3ccccn23)nc1.[Pt+2]
  106 | 106 | 103 | 107 | 109 | 115 | 117 | 101 | 103
- Cc1cc(=O)oc2cc(OCCCOc3ccc(/C=C/C(=O)Nc4ccccc4F)cc3)ccc12
  91 | 93 | 100 | 88 | 103 | 91 | 97 | 101 | 107
- O=[N+]([O-])c1ccc(-c2nnc(Nc3ccc(C(F)(F)F)cc3)o2)cc1
  79 | 91 | 109 | 102 | 96 | 100 | 116 | 100 | 99
- COc1ccc(/C=C2\Sc3ccc(C)cc3C2=O)cc1
  83 | 95 | 134 | 99 | 104 | 66 | 67 | . | 102
- O=NN(CC(=O)NNc1ccccc1)CC(=O)NNc1ccccc1
  22 | 87 | 84 | 91 | 69 | 36 | 85 | 107 | 46
- CCCN1C(=O)N(CCC)C2C1NN=c1s/c(=C\C(=O)OCC)c(=O)n12 (stereo not given)
  96 | 117 | 119 | 101 | 114 | 98 | 119 | 135 | 105
- CCCn1cc2c(=O)nc3sc(Cc4ccc(C)cc4)c(C)n3c2n1
  81 | 93 | 98 | 98 | 98 | 83 | 85 | 83 | 97
- O=C1/C(=C\c2c[nH]c3ccccc23)c2ccccc2N1c1c(Cl)cccc1Cl
  21 | -30* | -29* | -38* | 15 | -39* | -44* | 19 | 3.3*
- O=C(CNC(=O)Cn1c(=O)[nH]c2ccccc2c1=O)N=Nc1c(O)[nH]c2ccccc12
  . | 98 | 109 | 95 | 114 | 92 | 104 | 106 | 99
- COc1cc2c(cc1OC)C1=NN(C(=O)Nc3ccc(C)cc3C)C(c3ccc(F)cc3)C1C2 (stereo not given)
  80 | 98 | . | 97 | 99 | 102 | 108 | 105 | 102
- CCCCCCCCCCOC(=O)Nc1cccc2ccccc12
  90 | 104 | 96 | 103 | 111 | . | 106 | 104 | 117
- COc1ccc(Cl)cc1Nc1nc(C(F)(F)F)ccc1C(=O)N/N=C/c1ccc(N(C)C)cc1
  98 | 98 | 96 | 76 | 117 | 116 | 76 | 109 | 97
- Cc1nn(-c2ccc(F)cc2)c(C)c1N=Nc1ccc(Br)cc1
  79 | 96 | 74 | 83 | 90 | 71 | 103 | 77 | 67
- Nc1nc(-c2nnc(Nc3ccc(Cl)cc3)s2)cs1
  81 | 87 | 93 | 99 | . | 107 | . | 99 | 102
- CC1CN1C(=O)Nc1ccc(Cc2ccc(NC(=O)N3CC3C)cc2)cc1 (stereo not given)
  89 | 95 | 119 | 107 | 106 | 96 | 118 | 96 | 92
- COc1ccc2c(c1)oc1c3[nH]c4ccccc4c3c3c(c21)C(=O)N(O)C3=O
  22 | 40 | 119 | 31 | 38 | 20 | 32 | -1.5* | 12
- CC(=O)c1sc2c(c1OC(=O)c1ccc(Cl)cc1Cl)c(=O)n(-c1ccccc1)c(=S)n2-c1ccccc1
  . | 13 | -9.0* | -8.0* | 44 | 13 | 6.3* | -42* | -18*
- O=C1c2ccccc2C(=O)N1c1cccc2ccccc12
  79 | 104 | 110 | 101 | 102 | 95 | 99 | 70 | 97

Reprinted at random: 3 records from the list, in no set order.
Value order – UO-31 | SN12C | TK-10 | 786-0 | DU-145 | CAKI-1 | RXF 393 | A498 | ACHN
- CCCCCCCCCCOC(=O)Nc1cccc2ccccc12
  90 | 104 | 96 | 103 | 111 | . | 106 | 104 | 117
- COc1cc2c(cc1OC)C1=NN(C(=O)Nc3ccc(C)cc3C)C(c3ccc(F)cc3)C1C2 (stereo not given)
  80 | 98 | . | 97 | 99 | 102 | 108 | 105 | 102
- O=C(CNC(=O)Cn1c(=O)[nH]c2ccccc2c1=O)N=Nc1c(O)[nH]c2ccccc12
  . | 98 | 109 | 95 | 114 | 92 | 104 | 106 | 99

Going on with the list.
Value order – UO-31 | SN12C | TK-10 | 786-0 | DU-145 | CAKI-1 | RXF 393 | A498 | ACHN
- O=C1Nc2ccccc2C12N=C(NO)c1ccccc1N2 (stereo not given)
  79 | 96 | 152 | 105 | 111 | 86 | 98 | . | 91
- CN1CCN(c2cccc3c2C[C@H](CN2CCC[C@H]4CCc5cccnc5[C@H]42)NC3)CC1
  38 | 67 | 71 | 62 | 83 | 52 | 74 | 79 | 53
- CCSc1nc(-c2ccc(Br)cc2)c(C#N)c(=O)n1CC
  69 | 93 | . | 85 | 108 | 88 | 93 | 89 | 91
- O=C1Oc2ccccc2C(=O)/C1=C/N1C(=O)N/C(=C\c2ccccc2Br)C1=O
  86 | 99 | 92 | 99 | 106 | 103 | 87 | 85 | 101
- N#CCC(C(=O)c1cccnc1)c1ccccc1 (stereo not given)
  83 | 110 | 95 | 115 | 107 | 91 | 113 | . | 107
- CCCCCCCCCCCCCCCC[N+](C)(C)CCCNS(=O)(=O)c1ccccc1
  34 | 33 | 60 | 18 | 82 | 57 | 58 | 22 | 41
- COc1ccc(C2SCC(=O)N2NC(=O)c2ccc(NC(=O)c3ccccn3)cc2)cc1OC (stereo not given)
  90 | 97 | 90 | 97 | 105 | 97 | 103 | . | 99
- C[C@@]1(O)c2ccccc2N2C(=O)C(=O)N3[C@H](c4cccnc4)[C@@]45C=C[C@@]23[C@H]1[C@@H]4CC(=O)N5
  75 | 99 | 111 | 101 | 109 | 83 | . | 97 | 101
- Oc1ccccc1/C=N/Nc1ccc2ccccc2n1
  16 | 62 | 63 | 65 | 56 | 15 | . | 107 | 41
- C=C(C)C(=O)N1c2ccc(OC)cc2CC1C(=O)OCC (stereo not given)
  85 | 99 | 102 | 100 | 102 | 100 | 123 | 123 | 97
- C=C(C)[C@@H]1CC[C@]2(C(=O)O)CC[C@]3(C)[C@H](CC[C@@H]4[C@@]5(C)C[C@@H](CC#Cc6ccc(N)cc6)[C@H](O)C(C)(C)[C@@H]5CC[C@]43C)[C@@H]12
  83 | 94 | 108 | 99 | 95 | 76 | 110 | 63 | 98
- CN(C)C(=O)c1ccc2c3c(ccc(C(=O)N(C)C)c13)CC2
  87 | 105 | 99 | 101 | 106 | 105 | 104 | 99 | 106
- CNCc1cccc2c1OCCOCCOCCN(C)S(=O)(=O)c1ccc(cc1)-c1cnc(N)c(n1)C(=O)N2
  37 | 37 | 53 | 9.2* | 47 | 45 | -55* | 37 | 22
- CCOC(=O)c1ccc(NC(=O)CN2CCOCC2)cc1
  91 | 98 | 90 | 103 | 110 | . | 106 | 78 | .
- Clc1cn2cc(-c3cccs3)nc2s1
  89 | 95 | 114 | 108 | 108 | 93 | 97 | 84 | 92
- Fc1cccc(C2CC(c3ccccc3Cl)=NN2c2ccc(-c3ccccc3)nn2)c1 (stereo not given)
  54 | 92 | 131 | 100 | 106 | 60 | 99 | 91 | 96
- CCOC(=O)CCOc1ccccc1N
  63 | 105 | 113 | 105 | 109 | . | 114 | 128 | 100
- O=C(Nc1ccc(CN2CCc3nc4cc(O)c(O)cc4cc32)cc1)c1ccc(Cl)c(Cl)c1
  89 | 97 | 122 | 104 | 104 | 96 | 89 | 103 | 98
- C/C(=N\N(Cc1ccccc1)c1ccccc1)c1ccccc1
  78 | 100 | 98 | 98 | 117 | 114 | 111 | 93 | 106
- Cc1ccc(-c2nn(-c3ccccc3)cc2C=C2C(=O)ON=C2C(C)C)cc1
  72 | 76 | 87 | 79 | 88 | 61 | 90 | 85 | 89
- N#Cc1c(Oc2ccc(Cl)cc2)nc2n(c1=O)-c1ccccc1Sc1ccccc1-2
  48 | 80 | 115 | 97 | 106 | 71 | 106 | 112 | 74

Entries shown so far with a COOH group (2):
Value order – UO-31 | SN12C | TK-10 | 786-0 | DU-145 | CAKI-1 | RXF 393 | A498 | ACHN
- CC(=O)Nc1c(I)c(NC(C)=O)c(I)c(C(=O)O)c1I
  88&76 | 106&102 | 101&120 | 114&97 | 142&115 | 91&90 | 26&113 | 123&107 | 112&97
- C=C(C)[C@@H]1CC[C@]2(C(=O)O)CC[C@]3(C)[C@H](CC[C@@H]4[C@@]5(C)C[C@@H](CC#Cc6ccc(N)cc6)[C@H](O)C(C)(C)[C@@H]5CC[C@]43C)[C@@H]12
  83 | 94 | 108 | 99 | 95 | 76 | 110 | 63 | 98
